Screens as filed in PubChem.
PKM2 act: PKM2 (human) enzyme activation; 260,000 tested, 0.34% active; Potency, µM (doses to about 57.5 µM), for inactives: top-dose activation, most hits filed as activators; purified PKM2, Kinase-Glo ATP luminescence, activation; response scale: 0% is enzyme alone, no compound; AID 1631; also: potency is read from the fitted curve at half-maximal effect; nearly all actives have a fitted effect of over 55% in size
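hPK-M2, >95% pure; 0.1 mM ADP / 0.5 mM PEP final; imidazole pH7.2 buffer w/ 7 mM MgCl2, 50 mM KCl; 1 h RT; Kinase-Glo lum. Intermediate enzyme activity for dual inhibitor/activator qHTS.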
Coupling enz: inhibits coupling enzyme system, counter-screen for aldolase hits | coupling enzyme system counterscreen, AmpLite Red fluorescence | activity change, negative = inhibition, % at 58.2 µM, hits read low | 290,000 tested, 0.67% active | AID 2472; in the data active = activity change below about -30%
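Counterscreen lacking aldolase: glyceraldehyde-3-phosphate coupling-enzyme reagent preincubated 10 min at RT with compound (at 57.5 uM final), then substrate/coupling system with AmpLite Red added; fluorescence read at 525/598 nm after 20 min RT.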
USP2a block: USP2a (human) protease inhibition; AID 463254; 330,000 tested, 0.01% active; Potency, µM (titrated, usually from 38.3 µM), inactives show top-dose activity change, negative = inhibition, actives largely listed as inhibitors; USP2 core, Ub-CHOP2 coupled fluorogenic reporter, 485/531;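 also: potency is read from the fitted curve at half-maximal effect; plate controls were DMSO wells for no effect and full inhibition by NEM control for full effect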
Target sequence (O75604 whole entry, looked up): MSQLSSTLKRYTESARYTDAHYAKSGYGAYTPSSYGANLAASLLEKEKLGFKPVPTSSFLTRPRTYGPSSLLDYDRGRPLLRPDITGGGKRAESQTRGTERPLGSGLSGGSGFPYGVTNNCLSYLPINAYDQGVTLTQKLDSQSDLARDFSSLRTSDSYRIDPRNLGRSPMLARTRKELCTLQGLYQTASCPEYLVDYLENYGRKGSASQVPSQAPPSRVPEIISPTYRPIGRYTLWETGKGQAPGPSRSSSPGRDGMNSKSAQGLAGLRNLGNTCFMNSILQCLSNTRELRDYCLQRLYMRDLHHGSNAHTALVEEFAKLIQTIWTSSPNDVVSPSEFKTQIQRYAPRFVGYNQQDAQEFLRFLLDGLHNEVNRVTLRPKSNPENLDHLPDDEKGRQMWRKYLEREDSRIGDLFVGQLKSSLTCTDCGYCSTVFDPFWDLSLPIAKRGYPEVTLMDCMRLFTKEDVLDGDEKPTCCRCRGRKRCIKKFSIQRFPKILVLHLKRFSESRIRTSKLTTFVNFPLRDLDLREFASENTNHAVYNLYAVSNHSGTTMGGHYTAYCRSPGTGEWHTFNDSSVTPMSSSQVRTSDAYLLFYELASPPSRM
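Deubiquitinase activity read as fluorescence (485/531 nm) after Ub-CHOP2 cleavage activates the enterokinase reporter on its substrate; USP2 core 10nM, Ub-CHOP2 and substrate 25nM each, 30min compound preincubation then 60min RT; data normalized to NEM, curves fitted.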
Giardia kill: Giardia lamblia killing | Giardia lamblia trophozoite viability | 340,000 tested, 0.15% active | activity change, % at 7.66 µM, hits read low | AID 540267; in the data active = activity change below about -80%; inconclusive = between about -30% and that limit;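 also: parasites exposed to compound for two days anaerobically before the ATP read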
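Giardia lamblia trophozoites (100 cells/well) were incubated with compounds for 48 h at 37 deg C under anaerobic conditions. Viability was read as ATP content by one-step luminescence after 15-30 min at room temperature.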
Chronic BCR inh: blocks chronic active B-cell receptor signaling; ABC-DLBCL IkBa-CBG/CBR reporter, luminescence ratio, 4 h; Potency, µM (top dose mostly 46.1 µM), inactives show top-dose ratio change, negative = lower green/red ratio, usual class: inhibitors; 340,000 tested, 0.05% active; active = well fitted inhibition curve with a large enough effect in the signal ratio, with a control signal flat, not every such curve was filed as active; inconclusive = small, poorly fitted or top-dose-only effect, or effect the other way, or a change in a side signal; the % refers to the signal ratio;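 also: potency is read from the fitted curve at half-maximal effect; plate controls were basal doxycycline-induced cells for no effect and cells given 10 µM MG132 for full effect; MG132 reads +100%, hits lower the ratio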
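Compounds up to 46 uM were incubated four hours with TMD8 cells whose green CBG68 luciferase is fused to IkappaBalpha; red CBR luminescence normalised the signal, and concentration-effect curves were fitted to fusion, red and ratio data.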
GALK inhibitor: inhibitors of human galactokinase. Potency, µM (doses to about 57.5 µM), for inactives: top-dose activity change, negative = inhibition, usual class: inhibitors. AID 1868. P51570. 270,000 tested, 0.007% active. Purified GALK, Kinase-Glo residual ATP luminescence; also: potency is read from the fitted curve at half-maximal effect
Target sequence (P51570 whole entry, looked up): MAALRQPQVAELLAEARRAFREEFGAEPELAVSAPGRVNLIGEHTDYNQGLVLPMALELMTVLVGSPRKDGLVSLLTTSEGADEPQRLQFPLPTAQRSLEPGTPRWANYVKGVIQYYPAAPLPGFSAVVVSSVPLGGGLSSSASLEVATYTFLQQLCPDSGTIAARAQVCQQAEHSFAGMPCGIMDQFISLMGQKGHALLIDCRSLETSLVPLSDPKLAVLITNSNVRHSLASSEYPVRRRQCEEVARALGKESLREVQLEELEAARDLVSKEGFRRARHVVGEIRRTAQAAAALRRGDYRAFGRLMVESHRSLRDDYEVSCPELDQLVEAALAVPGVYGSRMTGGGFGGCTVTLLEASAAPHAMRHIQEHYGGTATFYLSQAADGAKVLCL
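The enzyme phosphorylates galactose (100 uM) using ATP (35 uM); inhibition is detected as higher residual ATP, quantified by bioluminescence after 1 h reaction at room temperature, pH 8.0.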
Eya2 inh: blocks the phosphatase activity of human Eya2; recombinant Eya2, OMFP fluorescence dephosphorylation (OMFP is methylfluorescein phosphate); O00167; Potency, µM (top dose mostly 76.9 µM), for inactives: top-dose activity, negative = inhibition, most hits filed as inhibitors; 330,000 tested, 0.006% active; also: potency is read from the fitted curve at half-maximal effect
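Eya2 protein (added as 0.2 uM solution) was preincubated with compound for 10 min at ambient temperature in 50 mM HEPES pH 7.5, 50 mM NaCl, 5 uM MgCl2, 0.05% BSA, 1 mM DTT. OMFP (added at 50 uM) then reacted 10 min; fluorescence read at 485/525 nm.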
B2AR arrestin: agonists driving beta-arrestin recruitment to human beta2-adrenergic receptor; beta-arrestin recruitment to beta2AR, cell-based reporter; Potency, µM (highest dose often 46.1 µM), inactives show at the highest dose activation, most hits filed as activators; 330,000 tested, 0.02% active; AID 492947; P07550;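 also: potency is read from the fitted curve at half-maximal effect; 0% = DMSO controls and full agonism = EC100 isoproterenol or metaproterenol; nearly all actives have a fitted effect of over 65% in size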
uPA surface inh: blocks generation of uPA at the cell surface. cell surface uPA generation assay, qHTS. Potency, µM (series often up to 38.3 µM), without a hit: at the top dose activity change, negative = inhibition, usual class: inhibitors. 330,000 tested, 0.31% active. AID 540303; active = well fitted inhibition curve with a large enough effect; inconclusive = small, poorly fitted or top-dose-only effect; inactive = no such curve, though single readings can be large or run the other way; tested in mouse RAW 264.7 cells; also: potency is read from the fitted curve at half-maximal effect; nearly all actives have a fitted effect of over 55% in size
KCNH2 3.1 block: blocks the human KCNH2 3.1 channel isoform | U2OS KCNH2 3.1, thallium flux FluxOr; hits give low values | activity change, % (tested at about 1.8 µM) | 340,000 tested, 0.95% active;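 active = maximum activity change below -70%; inconclusive = maximum activity change from -70% to -50%; inactive = maximum activity change above -50%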;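 also: thallium influx rate constant from kinetic fluorescence after stimulation buffer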
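We transduce U2OS cells with the mutant 3.1 virus, culture them overnight, load FluxOr with Red40 quencher for 45 min, then add stimulation buffer and read kinetically for 2 min to derive a normalized rate constant.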
hERG WT inh: inhibitors of human wildtype KCNH2 potassium channel. 340,000 tested, 0.37% active. AID 720551. activity change, % at 1.84 µM. U2OS, BacMam KCNH2, thallium flux FluxOr; hits give low values;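 active = maximum activity change below -70%; inconclusive = maximum activity change between -70% and -50%; inactive = maximum activity change above -50%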
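U2OS cells were transduced with wild-type KCNH2 virus (2.03 x 10^8 / mL) for 4 h at room temperature, then cultured overnight at 37 C. Thallium flux was read with FluxOr dye. Rate constants were normalized to DMSO controls.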
* = called active by the depositor; u = inconclusive; x = not tested or not shown; [ ] = another dose, or the depositor's remark. Unless noted, calls follow the shape of the dose curve; as a rule, active = well fitted curve in the direction sought with a large enough effect; inconclusive = small, poorly fitted or top-dose-only effect, or another doubt; inactive = no such curve, though single readings can be large; an effect the other way counts as inactive or inconclusive. Unless noted, % is scaled to controls: 0 for no effect and ±100 for the full control effect. This is a random part of the collection (roughly 2.4% active in at least one column).

Start of the listing, in advance, 9 compounds:
SMILES	PKM2 act	Coupling enz	USP2a block	Giardia kill	Chronic BCR inh	GALK inhibitor	Eya2 inh	B2AR arrestin	uPA surface inh	KCNH2 3.1 block	hERG WT inh
CCN(CC)c1cc(C)c2cc(NC(=O)c3cccs3)ccc2n1	-1%	0	-4%	2	4%	0%	1%	0.0%	4%	-28	2
CCN(CC)S(=O)(=O)c1ccc(-c2cn3ccc(C)cc3n2)cc1	2%	-3	2%	3	0%	-4%	-7%	0.0%	-30%	-40	-1
COc1cc2c(cc1OC)C(c1ccccc1C(F)(F)F)CC(=O)N2 (stereo not given)	2%	0	-6%	-6	-1%	-6%	-13%	0.4%	1%	-22	-5
CCOC(=O)c1ccccc1Oc1c(F)c(F)nc(NCCO)c1F	-2%	-1	2%	-1	-1%	-1%	-9%	0.5%	5%	0	-5
COc1ccc(Cl)cc1S(=O)(=O)NCc1cccs1	2%	-2	1%	6	8%	0%	0%	-0.2%	2%	-2	-7
COCCNC(=O)NC1(C(F)(F)F)Oc2ccc(Cl)cc2O1 (stereo not given)	9%	3	4%	-18	u	2%	19%	0.3%	-8%	9	-6
NC(=O)Cn1nc([N+](=O)[O-])nc1Oc1ccccc1C(=O)N1CCOCC1	x	-6	2%	13	-6%	10%	2%	-0.1%	1%	-5	-10
O=C(NC1CCSc2ccccc21)c1cccc([N+](=O)[O-])c1 (stereo not given)	3%	0	1%	13	11%	-6%	7%	1.2%	-4%	2	-20
Cc1ccc(C(=O)N[C@H](C(=O)NC2CCCCCCC2)C(C)C)cc1	x	x	3%	11	4%	x	9%	-1.0%	2%	0	-9

The list itself, from the start:
SMILES	PKM2 act	Coupling enz	USP2a block	Giardia kill	Chronic BCR inh	GALK inhibitor	Eya2 inh	B2AR arrestin	uPA surface inh	KCNH2 3.1 block	hERG WT inh
CCN(CC)c1cc(C)c2cc(NC(=O)c3cccs3)ccc2n1	-1%	0	-4%	2	4%	0%	1%	0.0%	4%	-28	2
CCN(CC)S(=O)(=O)c1ccc(-c2cn3ccc(C)cc3n2)cc1	2%	-3	2%	3	0%	-4%	-7%	0.0%	-30%	-40	-1
COc1cc2c(cc1OC)C(c1ccccc1C(F)(F)F)CC(=O)N2 (stereo not given)	2%	0	-6%	-6	-1%	-6%	-13%	0.4%	1%	-22	-5
CCOC(=O)c1ccccc1Oc1c(F)c(F)nc(NCCO)c1F	-2%	-1	2%	-1	-1%	-1%	-9%	0.5%	5%	0	-5
COc1ccc(Cl)cc1S(=O)(=O)NCc1cccs1	2%	-2	1%	6	8%	0%	0%	-0.2%	2%	-2	-7
COCCNC(=O)NC1(C(F)(F)F)Oc2ccc(Cl)cc2O1 (stereo not given)	9%	3	4%	-18	u	2%	19%	0.3%	-8%	9	-6
NC(=O)Cn1nc([N+](=O)[O-])nc1Oc1ccccc1C(=O)N1CCOCC1	x	-6	2%	13	-6%	10%	2%	-0.1%	1%	-5	-10
O=C(NC1CCSc2ccccc21)c1cccc([N+](=O)[O-])c1 (stereo not given)	3%	0	1%	13	11%	-6%	7%	1.2%	-4%	2	-20
Cc1ccc(C(=O)N[C@H](C(=O)NC2CCCCCCC2)C(C)C)cc1	x	x	3%	11	4%	x	9%	-1.0%	2%	0	-9
COC(C[C@H](O)C[C@@H](O)[C@H](C)OCc1ccccc1)OC	5%	6	-5%	8	-3%	-1%	-5%	-0.3%	15%	-2	-8
CC1(NC(=O)N2CCOCC2)CCS(=O)(=O)C1 (stereo not given)	-5%	4	1%	-10	7%	4%	-1%	0.0%	-4%	0	-15
Cc1ccccc1N1C(=O)CSC1=C(C#N)C#N	5%	-6	1%	-3	u	-1%	5%	0.0%	0%	-10	-14
CCN(CC)S(=O)(=O)c1cccc(C(=O)NCC2CCCO2)c1 (stereo not given)	1%	-11	0%	7	-7%	0%	11%	-0.9%	-2%	5	-1
N#CC(Sc1ccccn1)c1ccc(Cl)cc1Cl (stereo not given)	6%	-2	3%	11	-4%	-3%	12%	-0.1%	-9%	-34	-5
CCn1c(CSc2nnc(-c3ccncc3)n2C)nc2cc(C(=O)O)ccc21	-6%	5	0%	9	-1%	6%	1%	3.2%	3%	9	-1
C=CCn1c(C23CC4CC(CC(C4)C2)C3)n[nH]c1=S	1%	3	0%	-16	-12%	0%	-6%	8.9%	-1%	-5	-12
COc1ccccc1/C=C/C(=O)Nc1ccc2c(c1)OCCO2	-8%	-11	1%	-11	u	-1%	0%	0.1%	4µM*	8	-10
CCOc1ccc(C(=O)Nc2c3c(nn2-c2cccc(Cl)c2)CS(=O)C3)cc1 (stereo not given)	8%	1	-7%	7	-14%	-4%	-8%	3.6%	x	7	-3
COc1ccc(S(=O)(=O)Nc2cccc(-n3cnnn3)c2)cc1OC	-16%[0.46 µM]	1	1%	-7	u	1%	5%	-0.1%	5%	-11	0
O=C(c1ccccc1F)N1CCN(S(=O)(=O)c2ccc(S(=O)(=O)N3CCCCC3)cc2)CC1	4%	0	6%	2	0%	-2%	-12%	0.1%	-6%	-11	7
CCOC(=O)c1c(P(=O)(N2CCOCC2)N2CCOCC2)noc1N	-10%	0	-1%	-11	0%	4%	12%	0.5%	4%	14	-7
COc1ccc(S(=O)(=O)NC2CCCCC2)cc1C(=O)N1CCCCC1	-5%	x	-1%	16	1%	-3%	-5%	0.4%	-9%	-6	-10
CCOC(=O)c1sc(NC(=O)c2cccnc2)c(C#N)c1C	-1%	0	3%	6	7%	-21%	-13%	0.4%	12%	7	3
Cc1cc(C)cc(NC(=O)COC(=O)CCC2CCCC2)c1	x	x	4%	-17	-2%	x	-6%	-0.4%	9%	-16	-1
C=CCN1CN(S(=O)(=O)c2cccs2)c2nc3ccccc3nc21	0%	-5	1%	-10	8%	0%	12%	0.0%	x	-4	8
COC(=O)c1ccc(C)c(NC(=O)CSc2nc3[nH]c(=O)cc(O)c3s2)c1	x	x	2%	-5	2%	x	9%	0.2%	6%	3	-4
COc1cccc(-c2nnc(SCc3nc4ccccc4s3)n2C)c1	1%	0	3%	8	u	-1%	-1%	0.1%	2%	-7	-15
Cc1cnn(-c2cc(N/N=C/c3ccccc3)ncn2)c1	-11%	0	3%	-2	8%	2%	-1%	-0.5%	x	-6	10
CCN(CC)C(=O)CSc1nnc(-c2cnccn2)n1-c1ccc(C)cc1	0%	0	9%	-17	0%	3%	6%	-0.3%	x	13	-4
Cc1cc(C)c(OCCN2CC(C)OC(C)C2)c(Br)c1 (stereo not given)	2%	-1	-1%	15	-3%	-2%	-1%	-0.1%	2%	-2	-3
CN1CCN(c2oc(/C=C/c3ccccc3)nc2C#N)CC1	1%	-7	-1%	15	u	x	12%	-0.5%	-3%	11	1
CCc1nc2ccc(C(=O)N3CCN(c4cccc(Cl)c4)CC3)cc2nc1CC	x	3	-8%	6	u	5%	-7%	0.1%	2%	u	-4
CN(CC(=O)Nc1cccc2ccccc12)c1ccc(S(=O)(=O)N2CCOCC2)cn1	7%	2	3%	-25	6%	0%	-23%	-0.3%	1%	2	2
O=C(O)CCc1ccc(-c2cccs2)n1-c1ccc(C(=O)O)cc1	2%	13	0%	-8	u	0%	23%	0.5%	-30%	0	3
O=C(NCc1csc(-c2cccs2)n1)c1ccsc1	-4%	3	-2%	16	1%	3%	10%	0.4%	1%	2	-11
OC(COc1ccccc1)CN1CCN(C(c2ccccc2)c2ccccc2)CC1 (stereo not given)	-3%[11.5 µM]	1	-1%	8	2%	-8%	-4%	0.4%	7%	-109*	-120*

Ordered by value in PKM2 act (lowest first): three from the list above
canonical_smiles	PKM2 act	GALK inhibitor	Eya2 inh	B2AR arrestin	uPA surface inh
Cc1cnn(-c2cc(N/N=C/c3ccccc3)ncn2)c1	-11%	2%	-1%	-0.5%	x
CN1CCN(c2oc(/C=C/c3ccccc3)nc2C#N)CC1	1%	x	12%	-0.5%	-3%
O=C(O)CCc1ccc(-c2cccs2)n1-c1ccc(C(=O)O)cc1	2%	0%	23%	0.5%	-30%
